# Screens deposited in PubChem BioAssay by The Scripps Research Institute Molecular Screening Center.
# M1 ag parental: nonselective activator or artifact in parental CHO-K1 cells; Fluo-8 calcium fluorescence; scaled to maximal ATP response, vehicle zero; activation, % at 3 µM; 360,000 compounds, 0.48% hits; AID 602248; in the data active means activation above about 15%;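 further: untransfected CHO-K1 host cells lacking M1 receptor as counterscreen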
# CHRM5 agonist: agonists of human muscarinic M5 receptor (CHRM5) | CHO-K1 hM5 cells, Fluo-8 calcium fluorescence; 0% DMSO wells, 100% maximal acetylcholine response | P08912 | AID 624037 | 360,000 compounds, 0.19% hits | activation, % at 3 µM;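 active means activation above the run's mean over test compounds plus 3 SD, cut at about 23% in these data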;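 further: signal is peak over basal fluorescence ratio across the kinetic read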
# Target sequence (P08912 whole entry, looked up): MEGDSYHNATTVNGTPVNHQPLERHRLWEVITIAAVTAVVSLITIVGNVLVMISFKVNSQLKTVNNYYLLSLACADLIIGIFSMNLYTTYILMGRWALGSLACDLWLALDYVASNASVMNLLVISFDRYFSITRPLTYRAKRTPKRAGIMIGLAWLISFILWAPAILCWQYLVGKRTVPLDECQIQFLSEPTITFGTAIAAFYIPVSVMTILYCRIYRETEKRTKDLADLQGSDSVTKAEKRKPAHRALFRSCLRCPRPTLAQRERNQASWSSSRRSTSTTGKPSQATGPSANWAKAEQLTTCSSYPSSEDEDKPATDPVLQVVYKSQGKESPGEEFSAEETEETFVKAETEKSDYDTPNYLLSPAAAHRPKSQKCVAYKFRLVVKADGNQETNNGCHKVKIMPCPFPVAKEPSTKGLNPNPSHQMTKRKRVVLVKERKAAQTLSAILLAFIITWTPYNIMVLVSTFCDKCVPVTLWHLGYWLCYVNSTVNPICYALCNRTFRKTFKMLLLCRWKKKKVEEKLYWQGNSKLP
# M4 ag: CHRM4 agonism in calcium assay; P08173; 360,000 compounds, 0.14% hits; CHO-K1 hM4/Gqi5, Fluo-8 calcium fluorescence; vehicle 0%, full acetylcholine response 100%; activation, % at 3 µM;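 active means activation above the run mean over all test wells plus 3 SD, cut at about 32% in these data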;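 further: peak over basal fluorescence ratio per well then scaled between controls; 0% = DMSO wells and 100% = acetylcholine at EC100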
# Target sequence (P08173 whole entry, looked up): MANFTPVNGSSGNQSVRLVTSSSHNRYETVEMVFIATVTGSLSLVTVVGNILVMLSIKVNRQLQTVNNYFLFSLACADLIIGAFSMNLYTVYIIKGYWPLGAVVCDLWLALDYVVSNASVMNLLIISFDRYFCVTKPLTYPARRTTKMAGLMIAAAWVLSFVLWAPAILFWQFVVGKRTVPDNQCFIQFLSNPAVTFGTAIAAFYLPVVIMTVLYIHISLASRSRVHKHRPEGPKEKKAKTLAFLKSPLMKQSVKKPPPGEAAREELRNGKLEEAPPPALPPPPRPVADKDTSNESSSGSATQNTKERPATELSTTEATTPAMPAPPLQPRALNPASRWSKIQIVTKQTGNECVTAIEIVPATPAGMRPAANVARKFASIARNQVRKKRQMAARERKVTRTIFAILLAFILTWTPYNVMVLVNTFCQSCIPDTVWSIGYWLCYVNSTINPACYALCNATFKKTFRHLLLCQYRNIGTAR
# CHO-K1 Ca antag: M1 antagonist counterscreen hit in parental CHO-K1 cells | ATP-induced calcium, Fluo-8 fluorescence | inhibition, % at 3 µM | 360,000 compounds, 0.6% hits | AID 602250;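 active means inhibition above a per-plate cutoff, the plate's mean sample inhibition plus 3 SD, cut at about 24% in these data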;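 further: 0% = DMSO plus EC80 ATP and 100% = DMSO alone without ATP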
# CHRM5 antagonist: blocks acetylcholine activation of human M5 receptor | CHO-hM5 cells, Fluo-8 calcium fluorescence, ACh EC80 | inhibition, % at 3 µM | 360,000 compounds, 0.59% hits | AID 624040;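 active means inhibition above a per-plate cutoff, the mean of that plate's test compounds plus 3 SD, cut at about 27% in these data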;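 further: 0% = acetylcholine EC80 with DMSO and 100% = DMSO without agonist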
# M1 PAM parental: M1 PAM counterscreen hit in parental CHO-K1 cells | ATP EC20, Fluo-8 calcium fluorescence; 0% at ATP EC20, 100% at ATP max | activation, % at 3 µM | 360,000 compounds, 0.02% hits | AID 602247;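 active means activation above the run cutoff, the mean activation of all test compounds plus 3 SD, cut at about 40% in these data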;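 further: peak over basal fluorescence ratio in a 140 s read after ATP addition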
# M5 PAM: positive allosteric modulators of human muscarinic M5 receptor; P08912; CHO-K1 hM5, Fluo-8 calcium, ACh EC20 PAM; 0% = ACh EC20, 100% = ACh EC100; activation, % at 3 µM; 360,000 compounds, 0.3% hits; AID 624038;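 active means activation above the run cutoff, the mean activation of all test compounds plus 3 SD, cut at about 18% in these data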
#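 Assay system – human M5 receptor in CHO-K1 cells · Read-out – % activation, ACh-normalized · Technique – Fluo-8 calcium fluorescence · Dosing – single-point, 3 µM nominal · Incubation – Fluo-8 loading 80 min at 37 °C plus 30 min room temperature · Repeats – singlicate, one well per test compound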
# CHRM4 antagonist: CHRM4 antagonism in calcium assay; AID 624125; P08173; CHO-hM4 cells, ACh EC80, Fluo-8 calcium fluorescence; 360,000 compounds, 0.73% hits; inhibition, % at 3 µM;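 active means inhibition above its plate's cutoff, the mean inhibition of sample wells plus 3 SD, cut at about 27% in these data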;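 further: 0% = acetylcholine EC80 with DMSO and 100% = DMSO without agonist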
# CHRM4 PAM: positive allosteric modulators of human muscarinic M4 receptor. CHO-K1 hM4/Gqi5, Fluo-8 calcium fluorescence, ACh EC20; 0% = ACh EC20, 100% = maximal ACh. activation, % at 3 µM. 360,000 compounds, 0.4% hits. AID 624126;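 active means activation above its plate's cutoff, the mean activation of sample wells plus 3 SD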; further: some results filed as inactive read as strong as hits
# * = called active by the depositor; nt = not tested or not shown.
SMILES,M1 ag parental,CHRM5 agonist,M4 ag,CHO-K1 Ca antag,CHRM5 antagonist,M1 PAM parental,M5 PAM,CHRM4 antagonist,CHRM4 PAM
c1ccc(-c2csc(N3CCSCC3)n2)cc1,0.3,-2,0,-6,1,0,-9,-2,-3
C#CCOCCOCCOCCNc1nc(N2CCN(C(=O)[C@H](C(C)C)n3cc(CCO)nn3)CC2)nc(N2CCN(C(=O)[C@H](Cc3ccc(O)cc3)n3cc(CCO)nn3)CC2)n1,0.7,5,0,-7,1,10,6,1,3
NC(=S)N=Nc1ccc(NN=C(N)N)cc1,0.1,0,0,-5,3,14,-5,2,0
O=C1CCC/C1=C\c1ccccc1,0.9,-2,1,-19,-7,15,6,-1,5
CCOc1ccc(NC(=S)NCCCn2ccnc2)cc1,0.6,-4,0,-13,4,25,-2,8,1
O=C(Nc1ccc(N2CCN(C(=O)c3cccs3)CC2)cc1)c1ccc([N+](=O)[O-])o1,1.2,-3,4,-5,2,4,5,-1,4
Cc1cc2c(C)cc(=O)[nH]c2cc1NC(=O)CCl,0.7,0,0,-18,-4,27,8,1,6
Cc1cnc(C(=O)OC(C)C(=O)c2c(C)[nH]c3ccccc23)cn1 (configuration not stated),0.6,2,1,6,4,-4,-3,1,3
CC(C)(C)NC(=O)c1cccc2c1OC(C)(C)C2,3.4,2,8,-2,7,17,-9,-3,-13
CC(C)C(=O)NCCCc1ccccc1,0.2,-3,0,-13,-5,11,2,1,-1
COc1ccc(CCn2c(=N)c(C(=O)NCc3ccco3)cc3c(=O)n4cccc(C)c4nc32)cc1,1.8,-1,5,-6,7,15,-2,-3,-8
O=C(NNC(=O)C1CCN(c2ncccn2)CC1)c1ccncc1,0.1,-4,2,6,-4,-11,0,-3,2
O=C(CSc1nnc2c(Cl)cc(Cl)cn12)N1CCOCC1,4.5,0,15,-8,7,22,-11,1,-11
O=C(CCCn1c(=S)[nH]c2cc3c(cc2c1=O)OCO3)N1CCc2ccccc2C1,0.1,0,1,1,-3,9,2,8,-3
CO/N=C/C(=N\Nc1ccc(OC)cc1)C(=O)c1ccc(OC)cc1,0.1,-2,0,-5,0,4,0,9,14
Cn1cc(CN2CCC(CO)(CCCc3ccccc3)CC2)c(-c2ccccc2)n1,-0.1,-6,3,-5,6,-12,7,5,2
CCc1c(C)c(C#N)c2nc3ccccc3n2c1N(C)C,-0.6,-3,-1,2,-6,9,4,-3,10
COc1ccc(-c2c(C#N)c(N)nc3c2c(=O)n(C)c(=O)n3C)cc1Cl,0.4,0,0,5,4,16,0,1,3
O=c1c2ccccc2ncn1Cc1cccc2ccccc12,0.7,-1,1,9,-2,1,2,-1,-1
CCOC(=O)c1ccccc1Cc1nc2ccccc2c(=O)[nH]1,-0.2,-10,1,-2,44*,11,-21,-2,-6
CN1CCN(C(=O)c2cn(-c3ccccc3)nc2-c2cccs2)CC1,3.0,-2,7,-13,12,24,-9,3,2
COc1cccc(CNC(=O)CN2C(=O)COc3ccc(S(=O)(=O)N4CCCC4)cc32)c1,0.1,1,-1,-15,-6,7,0,5,-6
C[C@@H]1CN([C@H](C)CO)C(=O)CCCn2nncc2CO[C@@H]1CN(C)S(=O)(=O)c1cccc(C#N)c1,0.4,-1,1,-4,-1,-11,3,-16,1
N#Cc1ccc(C23CC4(C2)[C@H](CN(CC2CCCCC2)[C@@H]4c2ccccc2)C3c2ccccc2)cc1 (some centres not stated),-0.5,1,2,-8,1,-10,1,1,5

# Some of the entries so far, tab-delimited.
molecule	M1 ag parental	CHRM5 agonist	M4 ag	CHO-K1 Ca antag	CHRM5 antagonist	M1 PAM parental	M5 PAM	CHRM4 antagonist	CHRM4 PAM
O=c1c2ccccc2ncn1Cc1cccc2ccccc12	0.7	-1	1	9	-2	1	2	-1	-1
CCc1c(C)c(C#N)c2nc3ccccc3n2c1N(C)C	-0.6	-3	-1	2	-6	9	4	-3	10

# Ordered by value in CHRM4 PAM (highest first): some entries from above.
SMILES | CHRM4 PAM
CO/N=C/C(=N\Nc1ccc(OC)cc1)C(=O)c1ccc(OC)cc1 | 14
Cn1cc(CN2CCC(CO)(CCCc3ccccc3)CC2)c(-c2ccccc2)n1 | 2
COc1cccc(CNC(=O)CN2C(=O)COc3ccc(S(=O)(=O)N4CCCC4)cc32)c1 | -6

# (further entries)
SMILES,M1 ag parental,CHRM5 agonist,M4 ag,CHO-K1 Ca antag,CHRM5 antagonist,M1 PAM parental,M5 PAM,CHRM4 antagonist,CHRM4 PAM
CC1=CC(c2ccccc2)n2nc(NS(=O)(=O)c3ccc(C)cc3)nc2N1 (configuration not stated),0.2,1,2,-22,4,0,-7,-5,-3
CCN(C[C@H]1N[C@@](CC)(C(=O)OC)[C@H]2C(=O)N(C)C(=O)[C@@H]12)C(=O)Nc1ccc(C(F)(F)F)cc1,1.1,-1,1,-19,-3,12,1,-11,4
Nc1cc(C(=O)c2ccccc2)ccc1N1CCOCC1,1.6,-2,2,-8,2,7,-8,5,-5
COc1ccc(Cn2c(=S)[nH]c3ccsc3c2=O)cc1,5.0,1,17,17,13,-2,-16,4,-25
CC1CCCN(C(=O)COc2ccc3c(c2)OCO3)C1 (configuration not stated),1.4,-3,1,-10,14,15,-7,2,-3
NC(=O)C1(N2CCCCC2)CCN(C(=O)NC2CCCCC2)CC1,0.1,-2,0,10,-4,0,7,0,9
O=C(NCc1ccc(F)cc1)c1cc(S(=O)(=O)N2CCCCC2)ccc1N1CCOCC1,0.2,-2,3,-8,10,7,-4,-14,2
CC1Oc2ccccc2N(CC(=O)N2CCCCCC2)C1=O (configuration not stated),0.5,-2,2,-5,6,-27,5,-1,-5
CCCCOC(=O)CN1C(=O)c2ccc(C(=O)OCCCC)cc2C1=O,0.3,-5,-2,2,-3,12,0,-7,6
CCn1cc(S(=O)(=O)CC(=O)Nc2ccc(OC)cc2)c2ccccc21,0.5,0,4,4,-3,4,-5,-20,8
Cc1ccccc1OCC(=O)N/N=C/c1cn(C)c2ccccc12,0.8,-3,3,-8,6,8,-2,-5,0
C=C(C)C(=O)Nc1cccc(C2=NOC3(C2)C[C@@H](C(N)=O)N(C(=O)c2cc([N+](=O)[O-])cc([N+](=O)[O-])c2C)C3)c1 (some centres not stated),0.6,-1,1,-12,15,18,-5,7,10
COC(=O)c1cc(S(=O)(=O)Nc2ccsc2C(=O)OC)oc1C,1.4,-2,0,-15,-3,19,4,-9,13
CS(=O)(=O)c1ccccc1-c1nc(-c2ccc([N+](=O)[O-])cc2)no1,0.1,0,2,-19,-7,22,5,-3,-1
CCS(=O)(=O)N1CCCC(C(=O)N2CCc3ccccc3C2)C1 (configuration not stated),2.0,-2,-1,-3,-2,4,2,6,-2
COc1ccc(C(=O)C2CCCN(S(=O)(=O)c3ccc(C(C)=O)cc3)C2)c(C)c1 (configuration not stated),16*,7,22,11,26,-9,-18,10,-14
O=C1NC(=O)/C(=C\c2ccc(O)cc2O)S1,12,-2,0,12,-3,1,0,-2,1
CCCCOc1nc2ccccc2nc1NS(=O)(=O)c1ccc(F)cc1,3.0,-1,1,-9,6,-10,-3,10,-10
Cn1c(SCc2cc(=O)[nH]c3ccccc23)nnc1-c1ccc(Br)cc1,1.9,-15,1,-2,3,20,-5,-5,0
Cc1ccc(-c2cc3onc(-c4ccccc4)c3c(=O)n2C)cc1,-0.2,3,0,-11,15,1,-3,2,12
CC1=CC2=NC(=O)/C(=C\c3cccn3CCOc3cc(C)cc(C)c3)C(=N)N2O1,1.7,-5,0,-11,-1,23,-8,-4,-7
CCCCN1C(=O)C(CC(=O)NCC)SC1=Nc1ccccc1 (configuration not stated),0.3,-5,0,1,1,2,-6,0,4
CNC(=O)c1c(O)c2cccc3c2n(c1=O)CCC3,-0.2,-6,0,-3,12,-2,-9,4,-6
CN1CCN(c2ccccc2NC(=O)COc2ccc(C3CCCCC3)cc2)CC1,2.7,-4,2,-11,-4,19,0,-2,0
Cc1ccc(S(=O)(=O)NC2c3cccc4cccc(c34)C2Sc2nc(C)cc(C)n2)cc1 (configuration not stated),6.0,-2,0,0,0,18,-6,-2,-14
O=C(N/N=C/c1cc(Br)ccc1O)c1cccc(N2CCCC2=O)c1,5.4,0,3,-5,2,3,-3,5,1
CCC1=NN(C(=O)c2ccccc2[N+](=O)[O-])C(O)(c2ccccc2)C1 (configuration not stated),0.7,-1,5,-4,-1,4,-5,-24,-4
CCOC(=O)C(C)Sc1nnc(Cn2c(=O)sc3ccccc32)n1-c1ccccc1 (configuration not stated),-0.4,1,0,9,0,3,2,4,0
CCS(=O)(=O)N1CCC(C(=O)NC2CCCCCCC2)CC1,0.4,2,2,-3,-7,-2,7,7,12
CCS(=O)(=O)N1CCC(C(=O)Oc2ccc(Br)cc2)CC1,1.3,2,3,13,1,-1,3,-7,1
CC(=O)c1cccc(NC(=O)Cn2cnc(S(=O)(=O)N3CCCC3)c2)c1,-0.2,-2,1,3,8,-18,1,-6,-2
COc1ccc(NS(=O)(=O)c2cc(NC(=O)c3cc(F)c(F)cc3Cl)ccc2N2CCOCC2)cc1,-0.3,-3,1,-15,1,11,-2,-3,3
Cc1ccc(N)cc1S(=O)(=O)N(C)C,1.0,-2,0,-9,-7,21,3,3,0
O=C(/C=C/c1ccco1)NC(=S)Nc1ccccc1O,0.0,-1,3,6,1,-7,4,-2,6
CC(NC(=O)C1CC=CCC1C(=O)O)C1CC2CCC1C2 (configuration not stated),0.5,-5,1,-5,-1,5,0,0,7
CC1(C(=O)O)C=CCN1C(=O)c1ccccc1 (configuration not stated),0.4,3,2,-7,6,-1,0,6,8
Cc1ccsc1CN(C)CC(=O)N(C)CC(=O)Nc1c(Cl)cccc1Cl,0.8,3,1,2,6,10,4,0,3
O=C(NCC[C@@H]1CC[C@@H](NS(=O)(=O)c2ccccc2)[C@@H](CO)O1)c1cc(Cl)cc(Cl)c1,nt,1,2,nt,8,nt,-2,-11,4
O=C(Nc1cccc(C(=O)NC2CC2)c1)c1ccc(F)c(S(=O)(=O)N2CCOCC2)c1,1.1,3,3,1,-1,-1,2,-6,4
CCOc1ccc(Cl)cc1CSc1ncn[nH]1,0.4,-3,1,2,8,19,-6,-6,-2
Nc1cc(S(=O)(=O)Nc2cc(Cl)ccc2Cl)ccc1N1CCOCC1,6.4,4,10,12,13,-25,-10,2,1
CN1CCN(CCCNC(=O)Cn2ncc3c4ccccc4n(C)c3c2=O)CC1,0.1,1,0,11,2,4,-2,-5,-1
CC(CCc1ccco1)NC(=O)Nc1cccc(F)c1 (configuration not stated),6.0,-7,2,-7,10,17,-6,-4,-7
CCNc1nc(NCC)nc(SCCOC(=O)Nc2ccc(Cl)cc2Cl)n1,1.6,-6,2,-13,-12,22,-6,-7,1
Cc1cccc(NC(=O)CCN2CCN(C)CC2)c1,0.9,-1,1,-13,6,29,-1,-12,0
O=C(COC(=O)c1cc[n+]([O-])cc1)Nc1cccc(F)c1,0.3,-3,1,-8,-1,-7,0,-4,10
COc1ccc(C2/C(=C(\O)c3ccc4c(c3)OCCO4)C(=O)C(=O)N2CCCN(C)C)cc1 (configuration not stated),-0.2,-5,0,3,-9,10,3,-3,0
O=C(c1ccc(Cl)cc1)N(c1ccccn1)C1CCCCC1,0.9,-8,-1,-13,4,3,2,-2,-5
